Source: PubChem BioAssay (several laboratories)
RSV antiviral HEp-2 – RSV antiviral activity via CPE protection, HEp-2 cells, primary 10 µM value included (AID 2391) | HEp-2 cells, RSV-induced CPE inhibition; higher % means a stronger effect | CPE inhibition, % at 10 µM, or IC50 in µM where a hit was titrated | actives 0.13% (n = 310,000); in the data active = a potency from the dose series; also: strong numbers were not always called active
human PMI inhibitors – MPI inhibition at elevated mannose 6-phosphate – biochemical, fluorescence intensity, high mannose 6-phosphate, primary screen (AID 1220). recombinant PMI enzyme, coupled fluorescence intensity; higher % means a stronger effect. inhibition, % at 20 µM, or IC50 in µM where a hit was titrated. actives 0.66% (n = 190,000)
Salmonella PhoP GFP – PhoP-dependent GFP reporter repression – Salmonella Typhimurium, primary screen (AID 1863); actives 0.16% (n = 300,000); inhibition, % at 50 µM, or IC50 in µM where a hit was titrated; S. Typhimurium PhoP-regulated promoter GFP reporter, 4 h; higher % means a stronger effect;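 active = inhibition over 29.93%, a cutoff 3 SD above the screen mean, later confirmed by dose response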;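 also: 0% = low Mg2+ inducing control and 100% = high Mg2+ repressing control; strong numbers were not always called active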
PMI inhibitors – inhibitors of human PMI, primary screen, biochemical, fluorescence intensity, coupled assay (AID 1209) | purified PMI enzyme, coupled fluorescence intensity; higher % means a stronger effect | inhibition, % at 20 µM; hits with a dose series show IC50 in µM | actives 0.42% (n = 190,000);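 also: plate controls were DMSO vehicle for no effect and wells lacking substrate for full effect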
WT yeast gro inh – growth inhibition of WT yeast, mitochondrial fusion screen | actives 2.1% (n = 190,000) | inhibition, % at 10 µM | AID 1362 | mitochondrial fusion phenotypic screen, WT strain; in the data active = inhibition above about 58%; tested in S. cerevisiae
TNAP activation fold – human TNAP enzyme activators, primary screen, biochemical, luminescent, no phosphate acceptor, uHTS (AID 1001). actives 0.03% (n = 200,000). purified TNAP, luminescent activation assay, no phosphate acceptor; higher activation fold means a stronger effect. activation fold at 20 µM, or EC50 in µM where a hit was titrated; in the data active = activation fold from about 3, or a potency from the dose series; inactive = the rest, 99 in 100 with activation fold below about 1.6; also: many of its hits are not listed in these tables
SIAH1 antagonists – Siah-1 peptide-binding antagonists, primary screen, biochemical, fluorescence polarization, rhodamine-plectin, uHTS (AID 1817); Siah-1 / rhodamine-plectin peptide fluorescence polarization; higher % means a stronger effect; displacement, % at 20 µM, or IC50 in µM where a hit was titrated; actives 0.02% (n = 290,000);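 active = displacement of at least 50% at 20 µM, with a fluorescence ratio check between 0.3 and a set limit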;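 also: plate controls were Siah plus tracer with DMSO for no effect and tracer alone without Siah for full effect; strong numbers were not always called active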
Myeloid diff MLP – myeloid differentiation induction; ER-HoxA9 myeloid progenitors, lysozyme-GFP differentiation, flow cytometry; calls only at 10 µM; actives 1% (n = 360,000);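 active = normalized GFP-positive differentiation at or above the plate's own cutoff, the solvent-only control mean plus 3 SD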;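 also: cells exposed to compound for four days before flow analysis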
XIAP displacement – small molecules displacing peptide from XIAP – biochemical, IAP family, fluorescence polarization (AID 1018) | XIAP BIR domain, fluorescence polarization peptide displacement; higher % means a stronger effect | actives 0.007% (n = 200,000) | displacement, % at 20 µM, or IC50 in µM where a hit was titrated; in the data active = displacement above about 50%; also: a part of the inactive calls stands beside numbers as strong as those of hits
WT yeast gro inh mutant strain – second read-out of WT yeast gro inh, no call of its own (marks repeat the call); inhibition, %; mitochondrial fusion phenotypic screen, mutant strain inhibition
Myeloid diff MLP GFP+ MAC1+ % – also measured in Myeloid diff MLP; calls as there; GFP+ MAC1+ double positive, %; measured here: differentiation confirmed by MAC1 staining
An asterisk follows results filed as active; i = inactive; · = not tested or not shown; + = active, no number. Rule as the data show it, unless noted: active = inhibition above about 50%; inactive = the rest. The list is partial. The share of hits here may be higher or lower than overall.

Compound	RSV antiviral HEp-2	human PMI inhibitors	Salmonella PhoP GFP	PMI inhibitors	WT yeast gro inh	WT yeast gro inh mutant strain	TNAP activation fold	SIAH1 antagonists	Myeloid diff MLP	Myeloid diff MLP GFP+ MAC1+ %	XIAP displacement
Cc1ccc(C2(O)CN3CCC2CC3)cc1 (stereo unspecified)	1.3%	·	2%	·	·	·	·	-2%	i	0.7	·
O=c1[nH]c(O)c(C=Nc2ccc(F)c(Cl)c2)c(=O)[nH]1	1.1%	·	7%	·	·	·	·	-5%	i	0.4	·
C=CCn1c(O)c(C(C)=Nc2cccc(C(F)(F)F)c2)c(=O)[nH]c1=O	0.8%	·	-4%	·	·	·	·	-3%	i	0.5	·
Oc1ccccc1CN(CCc1ccccc1)Cc1ccccc1	1.4%	·	8%	·	·	·	·	-1%	i	0.6	·
Cc1ccc(C2(O)CCN3CCCCC32)cc1 (stereo unspecified)	1.3%	10%	-4%	4%	-15	7	1.1	3%	i	0.3	-1.2%
Cc1ccc(Cn2nnnc2CN2CCC(n3nnc4ccccc43)CC2)cc1	7.5%	-2%	-2%	-4%	3	10	1.1	4%	i	0.3	-23%
O=P(O)(O)C#Cc1ccccc1	·	1%	7%	9%	-2	2	1.1	3%	·	·	-3.4%
CCCCCCn1c(N)c(C(=O)NCCN2CCOCC2)c2nc3ccccc3nc21	-3.6%	23%	-4%	29%	86*	2.9*	1.2	-4%	i	1.0	-7.5%
COC(=O)c1ccc(CN2CCSC2=N)cc1	-0.2%	·	9%	·	·	·	·	-1%	i	2.6	·
O=c1[nH]c(O)c(/C=C2\C=Nc3ccc(OCc4ccccc4)cc32)c(=O)[nH]1	0.7%	·	-12%	·	·	·	·	2%	i	0.1	·
CN1CCc2c(C#N)c(Cl)nc(Cl)c2C1	1.6%	-55%	-1%	-24%	-2	-3	1	3%	i	0.8	-6.1%
CCC(=NCCO)c1c(O)n(-c2ccccc2)c(=O)[nH]c1=O	7.8%	-4%	-5%	2%	-15	48	1.1	2%	i	0.5	-4.8%

Reprinted from the part before: 4 compounds, followed by the next part.
Compound	RSV antiviral HEp-2	human PMI inhibitors	Salmonella PhoP GFP	PMI inhibitors	WT yeast gro inh	WT yeast gro inh mutant strain	TNAP activation fold	SIAH1 antagonists	Myeloid diff MLP	Myeloid diff MLP GFP+ MAC1+ %	XIAP displacement
COC(=O)c1ccc(CN2CCSC2=N)cc1	-0.2%	·	9%	·	·	·	·	-1%	i	2.6	·
O=c1[nH]c(O)c(/C=C2\C=Nc3ccc(OCc4ccccc4)cc32)c(=O)[nH]1	0.7%	·	-12%	·	·	·	·	2%	i	0.1	·
CN1CCc2c(C#N)c(Cl)nc(Cl)c2C1	1.6%	-55%	-1%	-24%	-2	-3	1	3%	i	0.8	-6.1%
CCC(=NCCO)c1c(O)n(-c2ccccc2)c(=O)[nH]c1=O	7.8%	-4%	-5%	2%	-15	48	1.1	2%	i	0.5	-4.8%
Cc1ccc(Sc2ccc(C=C3C(=O)N(C)C(=O)N(C)C3=O)o2)cc1	1.1%	6%	-6%	0%	-6	-5	0.7	1%	i	0.9	-7.7%
Cc1c(C(=O)N2CCC3(CC2)OCCO3)sc2ncnc(N(C)c3ccccc3)c12	-0.7%	-7%	-15%	-3%	42	18	1.1	0%	i	0.4	-1.9%
CC(C)(C)C(=O)c1cn(CC(=O)NCc2ccco2)c2ccccc12	3.6%	-6%	1%	1%	-6	-5	1.1	4%	i	0.9	-4.6%
COc1cccc(-c2nn(CCC#N)cc2C(=O)Nc2ccccc2Cl)c1	3.1%	·	-1%	·	·	·	·	1%	i	0.6	·
CN1C(=O)C(=Cc2ccc(N3CCOCC3)o2)C(=O)N(C)C1=O	1.7%	-12%	-4%	-21%	-1	9	0.7	-4%	i	0.6	-2.3%
CC(=O)Nc1ccccc1C(=O)OCc1ccccc1F	1.6%	8%	10%	4%	-9	-12	1.1	2%	i	0.5	-9.1%
CN1C(=O)C(Cc2ccc(OCc3ccccc3)cc2)C(=O)N(C)C1=O	1.7%	·	8%	·	·	·	·	-1%	i	0.5	·
CCN(C(=O)CN1CC=C(c2ccccc2)CC1)c1c(N)n(Cc2ccccc2)c(=O)[nH]c1=O	1.1%	14%	2%	-1%	-6	-3	1.2	1%	i	1.2	-18%
COc1ccc(CCNCc2sccc2C)cc1OC	-1.9%	7%	-5%	-4%	13	16	1.1	-6%	i	0.6	-5.9%
COc1ccc(CC2C(=O)NC(=O)NC2=O)c(OC)c1	1.3%	0%	4%	7%	-9	4	1.1	4%	i	0.8	-3.1%
CC(C)(C)OC(=O)c1c(N)n(Cc2ccco2)c2nc3ccccc3nc12	1.8%	-37%	-3%	-20%	2	17	1.2	0%	i	0.4	-6.0%
Cc1c(Cl)cccc1NC(=S)N1CC2CC(C1)c1cccc(=O)n1C2 (stereo unspecified)	2.5%	0%	-8%	1%	-9	14	1	-6%	i	0.2	-7.6%
C=CCn1c(O)c(C(C)=NCCC2=CCCCC2)c(=O)[nH]c1=O	-0.3%	-3%	7%	-3%	10	10	1.1	1%	i	0.3	-3.0%
COc1ccccc1CNCCc1ccc(F)cc1	-0.3%	·	43µM*	·	·	·	·	16%	i	0.2	·
Cc1ccc2[nH]c(C)c(CCNCc3ccco3)c2c1	1.3%	·	1%	·	·	·	·	10%	i	1.8	·
Clc1ccc2c(c1)C(c1ccccc1Cl)=NCc1nnc(N3CCN(CCSc4ccccc4)CC3)n1-2	13%	0%	-2%	-5%	76*	1.1*	1	-2%	i	1.9	0.2%
C[C@@H]1CC2(CCCC[N+]2(C)C)C[C@H]1C	0.1%	-59%	-11%	-25%	10	14	1.1	-1%	i	0.1	0.2%
CC(C)NS(=O)(=O)c1ccc(OCC(=O)N2CCN(Cc3ccc4c(c3)OCO4)CC2)c(Cl)c1	·	4%	1%	13%	2	-21	1	-2%	i	0.8	-3.4%
CCCCCc1nc2c(c(=O)c3ccccc3n2C)c(=O)n1C1CCCCCC1	-1.5%	-1%	-7%	10%	97*	89*	1.2	-2%	+	3.0*	-6.6%
O=C1NC(=O)C(=Cc2ccc(OCC(=O)N3CCOCC3)cc2)C(=O)N1	1.9%	1%	-2%	3%	-19	3	1	-1%	i	0.7	-8.4%
CCOc1cc2[nH]c(=S)n(CCCC(=O)N3CCC4(CC3)OCCO4)c(=O)c2cc1OCC	1.2%	-6%	4%	0%	11	1	1	-2%	i	0.9	-7.4%
CCC(=NCc1cc(OC)cc(OC)c1)c1c(O)n(C2CCCCC2)c(=O)[nH]c1=O	11%	·	3%	·	·	·	·	4%	i	0.7	·
CC(C)(C)NC(=S)/N=C(\N)N[N+](=O)[O-]	2.5%	-11%	-2%	-6%	-2	14	1.1	8%	i	0.6	-2.7%
CCOC(=O)C1C2c3ccccc3O[C@@]1(C)N=C1SCC(=O)N12 (stereo partly specified)	0.4%	-17%	0%	-18%	9	13	1	-6%	i	2.8	-1.4%
CN(C)c1ccc(C=C2C(=O)NC(=S)NC2=O)cc1[N+](=O)[O-]	1.3%	-111%	-2%	-54%	-12	8	1	-5%	i	0.6	-6.0%
CCN(CC)CCN=Cc1c(O)n(CCc2ccccc2)c(=O)[nH]c1=O	1.3%	-2%	-8%	0%	-5	-11	1	2%	i	1.6	-2.1%
O=C1NC(=O)N(CCc2ccc(F)cc2)C(=O)/C1=C/C=C/c1ccccc1	1.3%	·	-2%	·	·	·	·	0%	+	0.9*	·
FC(F)(F)c1ccc(NC2=NCCCS2)cc1	0.2%	·	15%	·	·	·	·	12%	i	0.2	·
CCCc1[nH]nc2c1C1(C(=O)N(CC(N)=O)c3ccccc31)C(C(=O)OC)=C(N)O2 (stereo unspecified)	0.5%	11%	-2%	-1%	7	5	1	7%	i	0.5	-6.4%
CCC(COC(=O)NC)NC(=O)Oc1ccccc1 (stereo unspecified)	-0.5%	-8%	8%	-2%	11	11	1.1	1%	i	0.8	-1.7%
CC1=C(C(=O)Nc2ccccc2)S(=O)(=O)CCO1	-1.5%	·	0%	·	·	·	·	8%	i	0.4	·
CCOC(=O)C1=C(N)OC2=C(C(=O)CCC2)C12C(=O)N(CC(N)=O)c1ccccc12 (stereo unspecified)	2.0%	2%	5%	-1%	16	3	1.1	-2%	i	1.8	-2.0%
OCC#CC[N+]1(CC#Cc2ccccc2)CCCC1	1.3%	·	-1%	·	-7	-4	1	-4%	+	1.2*	-2.0%
CC(Cc1ccc(O)cc1)NCC(O)c1cc(O)cc(O)c1 (stereo unspecified)	-2.0%	·	-7%	·	·	·	·	-5%	i	3.8	·
COc1cc2c(cc1OC)C(C(=O)NCCC(C)C)C1CCCCN1C2=O (stereo unspecified)	0.5%	3%	4%	12%	-22	-10	1	4%	i	0.8	-11%
Cc1ccccc1OCCCn1cc(C(=O)C(=O)N2CCOCC2)c2ccccc21	3.5%	17%	-2%	9%	-16	14	1.1	1%	i	0.2	18%
NC(=O)Cn1cc(C(=O)c2ccccc2F)c2ccccc21	1.0%	-8%	4%	-7%	-20	11	1.1	0%	i	0.7	-11%
O=[N+]([O-])NC1=NCN(Cc2ccco2)CN1Cc1ccco1	1.6%	3%	2%	3%	3	20	1.1	-3%	i	0.6	-6.5%
Cc1ccc(NP(=O)(Oc2ccccc2F)Oc2ccccc2F)cc1C	-1.6%	10%	-10%	25%	42	16	1.1	-1%	i	2.0	-2.6%
CN1/C(=C\C=C2C(=O)NC(=S)NC2=O)C(C)(C)c2ccccc21	·	-6%	-8%	-8%	15	32	0.7	110%	+	3.5*	72%
Cn1c(O)c(C(=O)c2ccccc2F)c(=O)n(C)c1=O	-0.5%	-47%	0%	-22%	-8	5	1.1	-1%	i	0.6	-8.4%
CCCc1nc2ccccc2c(=O)n1-c1ccc(OC)cc1	1.5%	5%	4%	-1%	-3	-15	1	3%	i	1.8	-4.9%
CC(C)CNc1c2c(nc3ccccc13)CCC2	2.1%	·	15%	·	·	·	·	2%	i	0.5	·
CSc1nc2ccc(C)cc2c(=O)n1-c1cccnc1	1.4%	·	3%	·	·	·	·	1%	i	0.6	·
COCCOC(=O)C1=C(N)OC(C)=C(C(=O)OC)C12C(=O)Nc1ccccc12 (stereo unspecified)	0.5%	10%	1%	14%	8	2	1	-4%	i	5.9	-13%
Cn1c(O)c(C(c2ccncc2)c2c(O)n(C)c(=S)n(C)c2=O)c(=O)n(C)c1=S	0.9%	-45%	-2%	-21%	-2	-6	1.1	3%	i	0.6	-2.4%
